mIAP inh – mouse IAP inhibition; purified mouse IAP, CDP-Star luminescence, 30 min; hit rate 0.2% among 330,000; inhibition, % at 10 µM;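 active = inhibition of at least 40% at 10 µM in the primary screen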;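 note: plate controls were DMSO with enzyme for no effect and no enzyme wells for full effect; values of inactives mirror those of a sister screen read the other way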
tim10-1 inh – growth inhibitors of tim10-1 mutant yeast. AID 463190. inhibition, % at 20 µM. S. cerevisiae tim10-1 ts strain growth, BacTiter-Glo, 24 h. hit rate 2.2% among 330,000;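 active = inhibition of at least 40%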;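 note: mutant grown at 25 °C; 0% = DMSO wells with yeast and 100% = wells holding no yeast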
hIAP act – increases human intestinal alkaline phosphatase activity | P09923 | purified human IAP, CDP-Star luminescence, 30 min; hits give high values; 1 = vehicle-only enzyme, 0 = enzyme-free background | activation factor at 10 µM | hit rate 0.16% among 330,000;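 active = activation factor of the enzyme at least 2-fold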; note: the source names both 10 and 20 µM as test concentration; values of inactives mirror those of a sister screen read the other way
hIAP block – human IAP inhibition; inhibition, % at 10 µM; hit rate 0.12% among 330,000; purified IAP, CDP-Star luminescence, 30 min; P09923;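 active = inhibition reaching a set limit with compound at 10 µM in the primary screen, cut at about 35% in these data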;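 note: plate controls were DMSO wells with enzyme for no effect and no-enzyme buffer wells for full effect; values of inactives mirror those of a sister screen read the other way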
ATG4B inhibitor – inhibitors of human ATG4B cysteine protease. inhibition, % at 8.33 µM. hit rate 0.51% among 340,000. AID 504462. ATG4B cleavage of LC3-PLA2, NBD-HPC fluorescence, 1 h. Q9Y4P1; in the data active = inhibition above about 40%
Apaf-1 inh – inhibitors of human Apaf-1 apoptosome | reconstituted apoptosome caspase-3 activity, DEVD-Rh110 fluorescence | AID 489030 | hit rate 0.71% among 330,000 | inhibition, % at 20 µM; active = inhibition of at least 40% at 20 µM;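 note: plate controls were DMSO wells for no effect and DEVD-CHO caspase inhibitor wells for full effect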
Target sequence (O14727 whole entry, looked up): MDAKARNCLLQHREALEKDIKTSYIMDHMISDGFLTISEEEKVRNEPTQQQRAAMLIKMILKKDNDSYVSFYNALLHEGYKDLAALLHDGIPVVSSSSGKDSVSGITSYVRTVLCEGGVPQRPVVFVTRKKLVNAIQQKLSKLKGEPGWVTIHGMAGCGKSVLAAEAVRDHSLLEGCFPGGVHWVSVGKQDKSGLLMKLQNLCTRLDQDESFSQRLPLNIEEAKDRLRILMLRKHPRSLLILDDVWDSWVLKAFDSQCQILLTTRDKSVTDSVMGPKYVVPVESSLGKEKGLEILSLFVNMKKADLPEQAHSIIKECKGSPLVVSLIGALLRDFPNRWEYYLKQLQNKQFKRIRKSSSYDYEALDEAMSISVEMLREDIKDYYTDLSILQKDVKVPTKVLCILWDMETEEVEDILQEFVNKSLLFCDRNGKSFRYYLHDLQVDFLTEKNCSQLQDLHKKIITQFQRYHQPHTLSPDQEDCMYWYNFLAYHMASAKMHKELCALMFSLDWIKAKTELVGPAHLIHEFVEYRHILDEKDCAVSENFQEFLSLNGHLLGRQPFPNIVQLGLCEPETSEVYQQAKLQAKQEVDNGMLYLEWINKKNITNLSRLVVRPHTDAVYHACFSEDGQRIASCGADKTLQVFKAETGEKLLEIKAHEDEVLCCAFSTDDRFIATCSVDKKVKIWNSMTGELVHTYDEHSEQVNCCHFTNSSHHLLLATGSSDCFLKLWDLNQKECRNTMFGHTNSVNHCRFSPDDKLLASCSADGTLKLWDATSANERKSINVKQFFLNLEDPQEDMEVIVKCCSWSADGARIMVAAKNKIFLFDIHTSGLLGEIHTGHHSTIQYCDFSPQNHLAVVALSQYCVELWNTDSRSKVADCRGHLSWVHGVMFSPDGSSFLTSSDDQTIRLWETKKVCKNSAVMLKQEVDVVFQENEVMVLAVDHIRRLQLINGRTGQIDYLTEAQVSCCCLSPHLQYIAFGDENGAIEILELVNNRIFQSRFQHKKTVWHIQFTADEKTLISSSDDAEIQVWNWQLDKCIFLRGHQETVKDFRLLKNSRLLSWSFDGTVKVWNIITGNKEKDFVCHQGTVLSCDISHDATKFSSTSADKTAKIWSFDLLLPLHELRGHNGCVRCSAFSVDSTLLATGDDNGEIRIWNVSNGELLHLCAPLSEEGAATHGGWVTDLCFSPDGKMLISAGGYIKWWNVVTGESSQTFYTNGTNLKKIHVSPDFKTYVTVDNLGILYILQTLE
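Assay system: Apoptosome proteins | Medium: pH 7.5 Hepes buffer with CHAPS, BSA, DTT | Also added: Cytochrome c and DEVD-Rh110 substrate | Times: 30 min plus 50 min, RT | Detection: Rhodamine 110 fluorescence at Ex 480/Em 540 nm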
NLRP3 yeast inh – blocks the NALP3 inflammasome reconstituted in yeast. inhibition, % at 10 µM. AID 2825. Yeast reconstituted NLRP3/ASC/caspase-1, beta-gal luminescence, 24 h. hit rate 0.39% among 330,000;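 active = inhibition of 50% or more; inactive = inhibition below 50%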;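 note: plate controls were induced DMSO wells for no effect and uninduced yeast grown without galactose for full effect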
TIM10 inh – inhibits growth of TIM10 yeast strain. S. cerevisiae TIM10 strain growth, BacTiter-Glo luminescence, 24 h. inhibition, % at 10 µM. hit rate 1.4% among 330,000;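 active = inhibition of 40% or more at the single tested concentration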;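 note: wild-type TIM10 isogenic control strain grown at permissive 25 °C; 0% = DMSO yeast wells and 100% = minimal medium wells without yeast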
mIAP activ – mouse IAP activation | muIAP, CDP-Star luminescence, 30 min; hits give high values; 1 = vehicle-only enzyme signal, 0 = enzyme-free wells | activation factor at 10 µM | hit rate 0.24% among 330,000 | AID 2805;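 active = activation factor of at least 2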; note: the source names both 10 and 20 µM as test concentration; values of inactives mirror those of a sister screen read the other way
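System: Mouse IAP enzyme | Also added: CDP-Star substrate | Dosing: Compounds dispensed in DMSO | Schedule: 30 min enzyme-substrate-compound incubation at room temperature | Technique: Chemiluminescence readout | Control set: DMSO-only wells and no-enzyme negative control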
* = called active by the depositor; nt = no result given.

SMILES | mIAP inh | tim10-1 inh | hIAP act | hIAP block | ATG4B inhibitor | Apaf-1 inh | NLRP3 yeast inh | TIM10 inh | mIAP activ
Cc1cc2oc(C(=O)NCCc3ccc(S(N)(=O)=O)cc3)cc(=O)c2cc1C | 6 | -19 | 0.91 | 9 | -8 | -1 | 2 | -11 | 0.94
CCCn1c(SCC(=O)Nc2ccc(OC)cc2[N+](=O)[O-])n[nH]c1=O | 0 | 9 | 1 | 0 | -12 | -3 | 1 | -21 | 1
O=C(c1c(F)c(F)c(F)c(F)c1F)N1CCN(Cc2ccc3c(c2)OCO3)CC1 | 8 | 4 | 1 | 0 | 0 | -19 | 8 | -1 | 0.92
Cn1c(SCCOc2ccccc2Cl)nnc1-c1ccncc1 | 9 | 15 | 0.73 | 27 | 3 | -7 | 11 | 5 | 0.91
CC(C)(C)n1nnnc1CN(Cc1ccc(F)cc1)Cc1ccco1 | 16 | 27 | 0.82 | 18 | -1 | 19 | 1 | 34 | 0.84
O=C(NC1C2CC3CC(C2)CC1C3)C1CC1 (centres undefined) | 2 | 3 | 0.98 | 2 | -15 | 1 | 37 | 6 | 0.98
COc1ccc(CNC(=O)COC(=O)c2ccc(Br)o2)cc1 | 0 | 5 | 0.98 | 2 | -3 | 2 | 1 | 4 | 1
Cc1cccc2cc(CNC3CCCC3)c(Cl)nc12 | 9 | 7 | 0.91 | 9 | -8 | 3 | 40 | -2 | 0.91
COc1cc(/C=N/NC(=O)C(=O)NCc2ccco2)cc(Cl)c1O | 18 | -8 | 1 | 0 | -6 | -13 | 1 | -5 | 0.82
CCC(O)C1CCN(C(=O)c2cc(COc3ccc4ncccc4c3)on2)CC1 (centres undefined) | 0 | 20 | 0.97 | 3 | 6 | -2 | 11 | 3 | 1
COc1ccc(-c2ccc3c(N)c(C(=O)c4ccc(OC)c(OC)c4)sc3n2)cc1 | 4 | 21 | 0.9 | 10 | 0 | -7 | 13 | 6 | 0.96
Cc1cc(C)c2c(N)c(C(=O)c3ccc(Cl)cc3Cl)sc2n1 | 2 | 22 | 0.9 | 10 | 5 | 8 | -25 | 6 | 0.98
O=C(NCCCN1CCCC1)c1ccc2c(c1)N(Cc1ccccc1)CCS2 | -9 | 9 | 1.1 | -10 | 6 | -10 | 6 | 3 | 1.1
CCCCOc1ccc(NC(=O)CN2CCN(C(=O)OCC)CC2)cc1 | -4 | 10 | 1 | -5 | 1 | 1 | -6 | 10 | 1
CCCn1nnnc1SCC(=O)NC1CCCC1 | -8 | -5 | 1.3 | -25 | 2 | -1 | 10 | -18 | 1.1
COC(=O)c1cc(S(=O)(=O)N2CCN(c3cccc(Cl)c3)CC2)c[nH]1 | 13 | 13 | 1 | -2 | -21 | 8 | 8 | -16 | 0.87
CCN(CC)CCN1C(=O)c2oc3ccccc3c(=O)c2C1c1cccc(Br)c1 (centres undefined) | -4 | 14 | 0.99 | 1 | 7 | 0 | 4 | 5 | 1
COc1cccc(CC(=O)N2CCN(S(=O)(=O)c3ccc(Br)cc3)CC2)c1 | -11 | 24 | 0.91 | 9 | -4 | 8 | -3 | 7 | 1.1
CCn1cc(C(=O)N2CC=C(c3ccccc3)CC2)c(=O)c2ccc(C)nc21 | 0 | 14 | 1 | -2 | 17 | -6 | 19 | 15 | 1
CC(=O)c1ccc(N(C)C)cc1 | -1 | -18 | 1 | 0 | -5 | -7 | 21 | -4 | 1

5 compounds picked at random from the list so far, as already listed:
SMILES | mIAP inh | tim10-1 inh | hIAP act | hIAP block | ATG4B inhibitor | Apaf-1 inh | NLRP3 yeast inh | TIM10 inh | mIAP activ
O=C(NC1C2CC3CC(C2)CC1C3)C1CC1 (centres undefined) | 2 | 3 | 0.98 | 2 | -15 | 1 | 37 | 6 | 0.98
Cn1c(SCCOc2ccccc2Cl)nnc1-c1ccncc1 | 9 | 15 | 0.73 | 27 | 3 | -7 | 11 | 5 | 0.91
O=C(NCCCN1CCCC1)c1ccc2c(c1)N(Cc1ccccc1)CCS2 | -9 | 9 | 1.1 | -10 | 6 | -10 | 6 | 3 | 1.1
O=C(c1c(F)c(F)c(F)c(F)c1F)N1CCN(Cc2ccc3c(c2)OCO3)CC1 | 8 | 4 | 1 | 0 | 0 | -19 | 8 | -1 | 0.92
COc1ccc(CNC(=O)COC(=O)c2ccc(Br)o2)cc1 | 0 | 5 | 0.98 | 2 | -3 | 2 | 1 | 4 | 1

Next results follow.
SMILES | mIAP inh | tim10-1 inh | hIAP act | hIAP block | ATG4B inhibitor | Apaf-1 inh | NLRP3 yeast inh | TIM10 inh | mIAP activ
NC(=O)CCN(C1CCCCC1)S(=O)(=O)c1cccc2nsnc12 | -3 | 2 | 1 | -2 | 8 | -8 | 0 | 2 | 1
CCOC(=O)Cn1c(=O)oc2cc(S(=O)(=O)Nc3cccc(C)c3)ccc21 | 6 | 4 | 1 | 0 | -10 | 10 | 31 | 0 | 0.94
O=C(NCC(c1cccs1)N1CCOCC1)c1cn(-c2ccccc2)nc1-c1ccccc1 (centres undefined) | -24 | 22 | 1 | -5 | -13 | 17 | -1 | 18 | 1.2
COc1ccc(C(c2nnnn2CS(=O)(=O)c2ccc(C)cc2)N2CCN(c3ncccn3)CC2)cc1 (centres undefined) | 4 | 13 | 1 | -2 | 1 | 17 | 10 | 24 | 0.96
Cc1cc(C)c(S(=O)(=O)Nc2ccc3[nH]c(=O)[nH]c3c2)c(C)c1 | 8 | 9 | 0.97 | 3 | 5 | 3 | 21 | 1 | 0.92
CCC1(C)Cc2ccccc2-c2nc[nH]c(=O)c21 (centres undefined) | -4 | 20 | 0.92 | 8 | 3 | 10 | 1 | 8 | 1
CC(=O)c1ccc(N2CCN(C(=O)Nc3ccc(C(C)C)cc3)CC2)cc1 | -11 | 33 | 0.92 | 8 | -14 | 15 | 19 | 31 | 1.1
CCc1ccccc1NC(=S)N(CCc1ccncc1)C(C)C | 3 | 7 | 0.9 | 10 | 4 | -22 | 0 | 1 | 0.97
CCc1ccccc1NC(=O)CN1CCC(NC(=O)COC)CC1 | -4 | 9 | 0.94 | 6 | -11 | -10 | -1 | -8 | 1
CN(CC(=O)Nc1cccc(F)c1)C(=O)CCCc1nc2ccccc2c(=O)[nH]1 | -1 | -4 | 1.1 | -10 | -8 | 7 | 8 | -11 | 1
Nc1cc(N)nc(SCC(=O)N2CCN(S(=O)(=O)c3ccccc3)CC2)n1 | 9 | -4 | 0.91 | 9 | -4 | -20 | -6 | -4 | 0.91
Cc1nccn1-c1ccc(C=O)cc1 | -1 | 3 | 1.1 | -10 | 3 | 4 | 1 | 4 | 1
COc1ccc(NCC(=O)Nc2ccccc2C#N)cc1Cl | 10 | -9 | 0.96 | 4 | -4 | -10 | 6 | -10 | 0.9
Cc1sc(NC(=O)CS(=O)(=O)c2ccccc2)c(C#N)c1C | -5 | 24 | 0.96 | 4 | 2 | 12 | 4 | 19 | 1
CCC(=O)c1cn(CC(=O)Nc2c(C)cccc2C)c2ccccc12 | 0 | 7 | 0.78 | 22 | 8 | 9 | 13 | -6 | 1
CN(C)/C=C\C(=C/C(=O)C(F)(F)F)Nc1ccccc1Oc1ccccc1 | 14 | -1 | 0.93 | 7 | 9 | 17 | 14 | -1 | 0.86
Cc1cc(/C(N)=N/OC(=O)Nc2cccc(C(F)(F)F)c2)no1 | -40 | 16 | 1.1 | -10 | 4 | -24 | 4 | 22 | 1.4
Cc1sc(NC(=O)C2CCCO2)c(C(N)=O)c1C (centres undefined) | 6 | 12 | 1.5 | -53 | -7 | 2 | 15 | -8 | 0.94
O=C(N/N=C/c1ccc2c(c1)OCO2)C(=O)Nc1ccccc1 | -1 | 7 | 0.99 | 1 | -4 | -27 | 17 | -20 | 1
O=C(CSc1nnc(C2CC2)n1C1CC1)c1ccc(F)cc1 | -14 | -4 | 0.89 | 11 | 8 | 12 | 5 | 2 | 1.1
Cc1ccc(CCP(=O)(O)CN2CCOCC2)cn1 | -9 | -6 | 0.67 | 33 | -3 | -26 | 7 | 6 | 1.1
O=C1C(=O)N(CCCn2ccnc2)C(c2ccc([N+](=O)[O-])cc2)/C1=C(\O)c1ccc2c(c1)OCCO2 (centres undefined) | -10 | -3 | 1.1 | -9 | 1 | 13 | 12 | 2 | 1.1
CCN(CC)S(=O)(=O)c1cccc(C(=O)N2CC(O)CC2C(=O)O)c1 (centres undefined) | -7 | 3 | 0.97 | 3 | -3 | -2 | 1 | -3 | 1.1
CCOC(=O)CNC(=O)Cn1cnc2c(nnn2-c2ccc(OC)cc2)c1=O | -2 | -12 | 0.82 | 18 | -5 | -1 | 5 | 10 | 1
CCN(CC(=O)Nc1ccc(NC(C)=O)cc1)C(=O)C1CCCC1 | 10 | -1 | 0.84 | 16 | -2 | -20 | 0 | 0 | 0.91
N#CC1=C(S)N(c2ccccc2)C(c2ccc(-c3ccccc3Cl)o2)NC1=O (centres undefined) | 14 | 15 | 0.91 | 9 | 66* | 5 | 13 | 3 | 0.86
Cc1ccsc1C=Nc1ccc(O)cc1 | 17 | -4 | 1.1 | -6 | -8 | 94* | 22 | 2 | 0.83
CCCC1CC(C)(c2csc(Nc3ccc(OCC)cc3)n2)OC1=O (centres undefined) | -1 | 40* | 0.99 | 1 | -9 | 3 | -1 | 48* | 1
CSCc1ccc(C(=O)NCc2ccc(C)cc2)cc1 | -4 | 8 | 1.1 | -8 | -3 | 8 | 20 | -5 | 1
CCOc1c(Cl)cc(CNCc2ccccn2)cc1OC | -2 | -6 | 0.8 | 20 | 6 | -12 | 10 | -9 | 1
COc1ccc2ccccc2c1C1NC(=O)NC(C)=C1[N+](=O)[O-] (centres undefined) | 7 | -12 | 0.95 | 5 | -5 | 3 | 3 | 3 | 0.93
O=C(c1ccco1)N1CCN(S(=O)(=O)Cc2ccc(Cl)cc2)CC1 | 6 | 19 | 1.1 | -7 | -2 | -2 | 21 | 12 | 0.94
Cc1cc(OCC(=O)Nc2ccc(S(=O)(=O)N3CCN(C)CC3)cc2)cc(C)c1Cl | -3 | 12 | 0.87 | 13 | 3 | 30 | 7 | 14 | 1
c1ccc(-n2cnc3cc(NCc4ccco4)ccc32)cc1 | -7 | 25 | 1.1 | -8 | -1 | -9 | 41 | 53* | 1.1
Cc1ccc(S(=O)(=O)NNC(=O)C(=O)NNc2ccccn2)cc1 | 14 | -4 | 3.1* | -209 | 5 | -6 | 1 | 6 | 0.86
COc1ccc(C(=O)N/N=C(\C)CC(=O)N2CCN(C=O)CC2)cc1 | -12 | -6 | 1.1 | -12 | 7 | -3 | -9 | -9 | 1.1
CCC(=O)N1CCc2cc(S(=O)(=O)Nc3ccc4c(c3)OCCO4)ccc21 | 7 | 15 | 1 | -2 | -10 | -5 | -10 | 7 | 0.93
CC1(C)CC2(CC(c3ccc(F)cc3)c3ccc(O)cc3O2)NC(=S)N1 (centres undefined) | -3 | -16 | 0.97 | 3 | -2 | -2 | 6 | -8 | 1
CNC(=S)N(CCc1c(C)[nH]c2ccc(Cl)cc12)Cc1cccs1 | -10 | 20 | 0.92 | 8 | nt | -8 | 28 | 35 | 1.1
O=C(O)CSCC(=O)Nc1cc(C(F)(F)F)ccc1Cl | -8 | 8 | 1.1 | -9 | -11 | -23 | 3 | -5 | 1.1
CC1Oc2ccccc2C=C1/C=N/Nc1ccc(C(=O)O)cc1 (centres undefined) | -6 | -24 | 1.2 | -22 | 2 | 4 | 23 | -50 | 1.1
O=C(Cc1ccc(Cl)cc1)Nc1ccc(S(=O)(=O)Nc2cnc3ccccc3n2)cc1 | 8 | 26 | 1 | -5 | 7 | 15 | 23 | 13 | 0.92
